High-throughput results: PubChem, National Center for Advancing Translational Sciences (NCATS)
EPAC1 agonist: qHTS for Agonist of cAMP-regulated guanine nucleotide exchange factor 3 (EPAC1): primary screen; EPAC1 agonist qHTS, biochemical assay; response scale: 100% = response to 6.5 mM cAMP; AID 720707, 2013; Rap guanine nucleotide exchange factor 3 (Homo sapiens), O95398; 360,000 tested, 0.073% active; Potency, µM (top dose mostly 154 µM), without a hit: top-dose activation, most hits filed as activators; note: potency is the fitted concentration of half-maximal effect; nearly all actives have a fitted effect of over 60% in size
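Nucleotide exchange by EPAC1 (100 nM) on Rap1B–BODIPY-GDP (250 nM) in the presence of 50 uM GDP is tracked fluorescently at 480/540 nm over 30 min. Signals are normalized to a 6.5 mM cAMP control.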
GLP-1R inv ag: qHTS of GLP-1 Receptor Inverse Agonists (Inhibition Mode); Glucagon-like peptide 1 receptor (Homo sapiens), P43220; HEK293 GLP-1R CRE-luciferase, luminescence, 24 h; GLP-1R form is constitutively active; Potency, µM (series often up to 38.3 µM), without a hit: top-dose activity change, negative = inhibition, usual class: inhibitors; 410,000 tested, 1.6% active; note: potency is the fitted concentration of half-maximal effect; % is set by controls: 0 for no effect and ±100 for the full control effect; nearly all actives have a fitted effect of over 55% in size
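GLP-1R inverse agonism mode: basal reporter luminescence in engineered HEK293 cells measured after one day of compound exposure at 37 deg C, with a 12 min room-temperature detection step.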
GLP1R ag: qHTS of GLP-1 Receptor Agonists. Glucagon-like peptide 1 receptor (Homo sapiens), P43220. HEK293 GLP-1R CRE-luciferase, luminescence, 4-6 h; cells express a hypersensitive GLP-1R form. Potency, µM (titrated, usually from 45.6 µM), for the others: at the top dose activation, hits mostly activators. 380,000 tested, 0.007% active. AID 624172, 2012; note: potency is the fitted concentration of half-maximal effect; % of control where 0% means no effect
IL2 activator: qHTS of IL-2 Activators; activation, % (series mostly up to about 46 µM); 360,000 tested, 0.065% active; AID 652025, 2013; IL-2 activation reporter assay, cell-based qHTS; stimulated with anti-CD3/CD4/CD28 beads; in transgenic mouse T cells; in the data active = activation above about 50%; inconclusive = mostly about 30% to 49%; note: 0% is about no effect
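Readout: EGFP and DsRed signals by fluorescent plate cytometry. Unstimulated transgenic mouse T cells received compound 60 min before antibody-bead stimulation, then incubated 18 h at 37 degrees C.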
PTHR1 ag: qHTS for PTHR1 Agonists: Primary Screen | Parathyroid hormone/parathyroid hormone-related peptide receptor (Homo sapiens), Q03431 | HEK293 GP2 PTHR1 cells, GloSensor cAMP luminescence, 1 h | Potency, µM (doses to about 115 µM), for the others: at the top dose activation, hits mostly activators | 410,000 tested, 0.075% active; note: potency is the fitted concentration of half-maximal effect; nearly all actives have a fitted effect of over 55% in size; some results filed as inactive show a strong effect at the top dose; inactives centre near -15; many of its hits are not listed in these tables
Target sequence (Q03431 whole entry, looked up): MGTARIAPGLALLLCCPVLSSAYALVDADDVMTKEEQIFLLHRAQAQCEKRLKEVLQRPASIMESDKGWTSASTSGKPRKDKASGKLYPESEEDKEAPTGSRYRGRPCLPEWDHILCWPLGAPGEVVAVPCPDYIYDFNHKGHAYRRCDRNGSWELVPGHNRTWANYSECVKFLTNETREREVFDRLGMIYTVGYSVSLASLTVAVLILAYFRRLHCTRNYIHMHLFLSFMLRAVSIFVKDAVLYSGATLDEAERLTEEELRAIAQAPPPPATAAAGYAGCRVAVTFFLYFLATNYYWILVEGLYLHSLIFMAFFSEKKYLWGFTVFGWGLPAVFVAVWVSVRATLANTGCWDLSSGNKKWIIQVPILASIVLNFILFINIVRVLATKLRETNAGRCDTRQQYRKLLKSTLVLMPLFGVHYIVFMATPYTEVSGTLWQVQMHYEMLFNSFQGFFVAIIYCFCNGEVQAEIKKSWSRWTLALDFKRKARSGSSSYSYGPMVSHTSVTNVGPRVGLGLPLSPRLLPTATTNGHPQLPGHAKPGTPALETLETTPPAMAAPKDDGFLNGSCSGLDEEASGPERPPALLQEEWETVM
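HEK-293-derived GP2 cells expressing PTHR1 and a GloSensor cAMP reporter, 3,000/well, plated overnight, given luciferin plus IBMX (each 0.5 mM as added) for 1 h at 37 °C, then compound for 1 h at 37 °C. Luminescence was read after 15 min at room temperature.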
PLK1 PBD block: qHTS for Inhibitors of PLK1-PDB (polo-like kinase 1 - polo-box domain): Primary Screen; Plk1 PBD binding of FITC phosphopeptide, fluorescence polarization; Potency, µM, for the others: max response, negative = inhibition, actives largely listed as inhibitors; 360,000 tested, 2.8% active; Serine/threonine-protein kinase PLK1 (Homo sapiens), P53350; note: potency is the fitted concentration of half-maximal effect; series mostly up to about 57 µM; % is set by controls: 0 for no effect and ±100 for the full control effect; nearly all actives have a fitted effect of over 65% in size
PI5P4K alpha inh: qHTS for Inhibitors of phosphatidylinositol 5-phosphate 4-kinase (PI5P4K); Phosphatidylinositol 5-phosphate 4-kinase type-2 alpha (Homo sapiens), P48426; PI5P4Kalpha enzyme, ADP-Glo luminescence, 60 min; hits give low values; max response, %; 330,000 tested, 1.2% active; AID 652105, 2013; active = max response of -50% or lower; inconclusive = between -30% and -50%; inactive = -30% or higher; note: value at the top dose of about 77 µM; % is set by controls: 0 for no effect and ±100 for the full control effect
Target sequence (P48426 whole entry, looked up): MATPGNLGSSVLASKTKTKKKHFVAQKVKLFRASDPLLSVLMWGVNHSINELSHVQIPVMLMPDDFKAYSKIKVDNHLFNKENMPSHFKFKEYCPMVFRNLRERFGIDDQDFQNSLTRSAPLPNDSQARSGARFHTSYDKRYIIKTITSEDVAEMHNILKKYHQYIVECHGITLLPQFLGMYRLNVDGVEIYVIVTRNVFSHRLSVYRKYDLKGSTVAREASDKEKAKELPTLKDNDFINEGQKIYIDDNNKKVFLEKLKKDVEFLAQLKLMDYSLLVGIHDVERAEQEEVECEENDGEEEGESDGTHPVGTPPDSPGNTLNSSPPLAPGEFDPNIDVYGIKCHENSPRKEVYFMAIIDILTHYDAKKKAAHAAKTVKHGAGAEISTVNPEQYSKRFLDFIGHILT
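PI5P4Kalpha ADP-Glo assay; 5 microM ATP final; 60 min RT reaction; HEPES pH 7.4/EGTA/CHAPS, 5% DMSO; controls lacking substrate or enzyme; luminescent end-point.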
EPAC1 antagonist: qHTS for Antagonist of cAMP-regulated guanine nucleotide exchange factor 3 (EPAC1): primary screen | EPAC1 GEF assay, Rap1b-BODIPY-GDP exchange fluorescence | Potency, µM (series often up to 115 µM), without a hit: at the top dose activity change, negative = inhibition, hits mostly inhibitors | 360,000 tested, 0.14% active | AID 720709, 2013;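 note: potency is the fitted concentration of half-maximal effect; plate controls were vehicle for no effect and positive control for full effect; nearly all actives have a fitted effect of over 50% in size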
HEK293 tox: qHTS of GLP-1 Receptor Inverse Agonists: Cytotox Screen | HEK293 cAMP-luciferase reporter cells, luminescence, 24 h | 410,000 tested, 0.13% active | Potency, µM (titrated, usually from 38.3 µM), inactives show at the top dose activity change, negative = inhibition, usual class: inhibitors;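 note: loss of luciferase light is scored as toxicity; potency is the fitted concentration of half-maximal effect; % is set by controls: 0 for no effect and ±100 for the full control effect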
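To flag toxic compounds, the library was rerun on cells for 24 hr at 37 deg C and 5% CO2. Viability-linked luminescence was captured 12 min after adding luciferase detection reagent.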
An asterisk follows results filed as active; i = inactive; ? = inconclusive; nt = not tested or not shown; [ ] = another dose, or the depositor's remark. Unless noted, calls come from the whole dose curve; as a rule, active = well fitted curve in the direction sought with a large enough effect; inconclusive = small, poorly fitted or top-dose-only effect, or another doubt; inactive = no such curve, though single readings can be large; an effect the other way counts as inactive or inconclusive.

no.	canonical_smiles	EPAC1 agonist	GLP-1R inv ag	GLP1R ag	IL2 activator	PTHR1 ag	PLK1 PBD block	PI5P4K alpha inh	EPAC1 antagonist	HEK293 tox
1	COc1cccc(CNC(=S)Nc2ccc(Cl)cc2C)c1	-3%	?	0%	-1.1	i	3%	5	-26%	?
2	CC(=O)Nc1ccc(S(=O)(=O)NNC2=NS(=O)(=O)c3ccccc32)cc1	2%	8%	-2%	-0.3	18%	-5%	3	?	7%
3	COc1cc2cc(CN(CCc3ccccc3C)C(=S)NCCCN3CCOCC3)c(=O)[nH]c2cc1OC	21%	?	0%	0.5	-14%	0%	5	-6%	-8%
4	COc1ccc(C(=O)Nc2ccc(S(=O)(=O)Nc3nccc(C)n3)cc2)cc1[N+](=O)[O-]	1%	18%	2%	3.8	-2%	0%	-2	-5%	20%
5	COc1ccc(CN(C(=O)c2snc(C(N)=O)c2N)C(C(=O)NC2CCCC2)c2cc(OC)ccc2OC)cc1 (stereo not drawn)	1%	3%	7%	-2.5	i	-6%	6	-16%	?
6	CC(C)(C)C(=O)c1sc(Nc2ccccc2)nc1N	3%	23%	3%	0.1	-58%[inhibitor][57.5 µM]	-9%	nt	-8%	1%
7	Cc1ccc(S(=O)(=O)N2[C@@H](c3ccc(Cl)cc3)C(C(=O)O)=CC[C@H]2c2cccs2)cc1	1%	?	0%	0.5	i	-19%	2	-5%	-13%
8	Cc1cc(C(F)F)n2ncc(C(=O)NCCc3ccccc3Cl)c2n1	2%	64%[activator]	20%	-3.4	i	-8%	-1	0%	7%
9	O=C(/C=C/c1ccccc1)c1ccccc1O	1%	-19%	0%	-3.1	-95%[inhibitor]	?	5	?	3%
10	COc1ccccc1OCC(=O)N1CCCCCC1	-3%	-11%	-1%	-3.1	i	3%	-4	-3%	5%
11	Nc1nonc1-n1nnc(C(=O)N/N=C/c2ccc(O)cc2)c1CN1CCCCCC1	-7%	?	1%	1.3	i	?	-5	-17%	-10%
12	CC(Sc1ccccc1)C(=O)N(CCC#N)Cc1cccnc1 (stereo not drawn)	2%	21%	4%	-1.3	-13%	-27%	5	-9%	0%
13	Cc1ccc(S(=O)(=O)NCCCCCC(=O)Nc2c(C)n(C)n(-c3ccccc3)c2=O)cc1	3%	4%	0%	-2.6	i	-10%	6	-15%	1%
14	COc1ccc(NC(=O)CN2CCc3ccccc3C2)c(OC)c1	-3%	?	-4%	-1.2	-23%	3%	1	7%	-15%
15	CCOc1ccc(C(=O)OCC(=O)NCCCc2ccccc2)cc1	1%	?	0%	0.7	-7%	-15%	14	-21%	-8%
16	O=C1CSC(=Nc2cc(Cl)ccc2Cl)N1	1%	1%	0%	-0.8	0%	-7%	nt	-4%	3%
17	COc1ccc(CNC(=O)c2cnccn2)cc1	-2%	45%[activator]	2%	-2.2	i	1%	nt	26%	1%
18	C[C@]12C(=O)N(c3ccc(F)cc3)C(=O)N1[C@H]1c3ccccc3OC[C@@H]1[C@H]2c1ccccc1	5%	?	-5%	0.1	i	4%	6	-7%	-19%
19	O=C(Cc1ccccc1Cl)NCCCn1ccnc1	-10%	-1%	4%	5.3	i	-7%	7	-19%	1%
20	CC(=O)c1sc(NC(=O)CCN2C(=O)C3CC=CCC3C2=O)nc1-c1ccccc1 (stereo not drawn)	15%	-15%	12%	-0.4	-26%	-11%	-1	-4%	-12%
21	COC(=O)c1c(C)[nH]c(C(=O)OC(C)C(=O)NC2CCCCC2C)c1C (stereo not drawn)	2%	-11%	1%	-1.1	i	2%	1	-7%	-10%
22	CC1=NN(C(=O)c2ccccc2Br)C(O)(c2cccnc2)C1 (stereo not drawn)	0%	-6%	-5%	-1.3	-2%[57.5 µM]	-7%	nt	0%	0%
23	CC1CCCC(C)N1CC(O)COC1CCC(C(C)(C)C)CC1 (stereo not drawn)	2%	?	-4%	0.5	28%	-11%	3	-8%	?
24	CCn1c(SCC(=O)N/N=C/c2cc(OC)c(OC)c(OC)c2)nc2ccccc21	-5%	5%	1%	1.1	-33%[inhibitor]	1%	-4	4%	-23%
25	O=c1[nH]n2c(C(F)(F)F)cc(C3CC3)nc2c1N=Nc1ccccc1	4%	16%	0%	0.4	-9%	-6%	0	-9%	-13%
26	CC(C)CNc1nnnc2c1sc1nc(N3CCOCC3)c3c(c12)CCCC3	-4%	93%[activator]	19%	-4.1	i	-1%	-1	1%	-4%
27	CC(=O)Nc1cncc(-c2cccc(C(=O)NCCN(C)C)c2)n1	10%	22%	0%	1.1	7%	-4%	1	36%[activator]	7%
28	Cc1onc(-c2ccccc2)c1C(=O)NC(C)C1CCCO1 (stereo not drawn)	6%	6%	-15%	-0.7	14%[57.5 µM]	4%	nt	7%	11%
29	Cn1cc(/C(Cc2ccccc2)=N\O)c2ccccc21	10%	-21%	19%	-3.6	-41%[inhibitor]	-4%	-1	-1%	?
30	Nc1nc2c(ncn2[C@@H]2O[C@H](CNCc3cnc(N4CCOCC4)nc3)[C@@H](O)[C@H]2O)c(=O)[nH]1	12%	21%	3%	-0.4	i	-4%	-1	-8%	5%
31	COCC(C)NC(=O)Cc1ccc(Cl)cc1 (stereo not drawn)	-3%	13%[7.66 µM]	6%	0.3	-8%	-8%	-3	-4%	9%[7.66 µM]
32	O=C1c2ccccc2C(=O)c2c([N+](=O)[O-])ccc(O)c21	-9%	7%	5%	-1.2	-23%	-12%	?	-9%	-17%
33	CC(=O)N1[C@H](C)C=C[C@]1(Cc1ccccc1)C(=O)O	-2%	4%	-5%	0.4	i	-1%	-12	-15%	1%
34	N#Cc1cccc(NC(=O)c2ccc(S(=O)(=O)N3CCOCC3)cc2)c1	0%	26%	-2%	0.8	-15%	3%	-4	8%	-46%
35	Cc1nnc(-c2ccccc2)nc1N1CCOCC1	3%	30%[activator]	-1%	-0.8	i	-7%	3	6%	5%
36	Cn1c2c(c(=O)n(C)c1=O)C(c1cccc(O)c1)CC(=O)N2 (stereo not drawn)	nt	3%	-1%	nt	-7%	nt	nt	nt	3%
37	CC(C(=O)O)N1C(=O)c2cccc3cccc1c23 (stereo not drawn)	14%	7%	-1%	0.0	3%[57.5 µM]	-11%	-8	-10%	128%[activator]
38	O=C(NCc1ccc(F)cc1)c1cccc(S(=O)(=O)N2CCOCC2)c1	6%	-9%	-2%	-0.1	-3%	-2%	8	7%	3%
39	Cc1ccccc1C(=O)NNc1ccc(-c2csnn2)cc1	-5%	?	6%	-0.2	-9%	-10%	-3	-4%	-24%
40	CN(Cc1cnn(-c2ccccc2)c1)C(=O)c1cccc(S(=O)(=O)Nc2ccccc2F)c1	6%	-9%	7%	0.8	-38%[inhibitor]	-6%	2	-4%	0%
41	NC(=O)C1=C[C@H](c2csc3ccccc23)C[C@H](OCc2ccc(CO)cc2)O1	4%	15%	9%	0.5	-34%[inhibitor]	1%	2	-2%	-12%
42	OCC1(Cc2ccccc2)CCN(Cc2cnc(-c3ccc(Cl)cc3)nc2)CC1	7%	?	19%	-1.5	-32%[inhibitor]	0%	47	-29%	-7%
43	O=C(Nc1ccc(Br)cc1)c1cc(-c2cccs2)on1	6%	22%	3%	0.3	-72%[inhibitor]	-5%	-3	-25%	-3%
44	CCC(C(=O)Nc1ccccc1F)n1nc(C)c2c(C)n(-c3ccccc3)nc2c1=O (stereo not drawn)	-8%	?	5%	-2.8	i	0%	5	20%	-20%
45	CC(=O)S[C@@H]1CC2=CC(=O)CC[C@]2(C)[C@H]2CC[C@@]3(C)[C@@H](CC[C@@]34CCC(=O)O4)[C@H]12	8%	?	0%	-0.5	-24%	-4%	3	1%	-3%
46	COc1ccc2c(c1OC)C(=O)N1C2SC[C@H]1C(=O)NC1CCCCC1 (stereo partly drawn)	-12%	18%	15%	-0.3	-10%	-9%	-3	3%	12%
47	O=C1CCC(C(=O)N(Cc2cccs2)C2(C(=O)NC3CCCCC3)CCCCC2)N1 (stereo not drawn)	-5%	10%[7.66 µM]	0%	0.4	-12%	1%	-1	8%	-2%[7.66 µM]
48	COc1cc(C(=O)N(CCN(C)C)CC2CCCN(Cc3ccccc3F)C2)ccc1C (stereo not drawn)	-14%	?	-4%	1.9	-4%	-10%	-10	-15%	-10%

Just HEK293 tox and IL2 activator, for some of the entries so far:
item | SMILES | HEK293 tox | IL2 activator
32 | O=C1c2ccccc2C(=O)c2c([N+](=O)[O-])ccc(O)c21 | -17% | -1.2
6 | CC(C)(C)C(=O)c1sc(Nc2ccccc2)nc1N | 1% | 0.1

The listing continues:
no.	canonical_smiles	EPAC1 agonist	GLP-1R inv ag	GLP1R ag	IL2 activator	PTHR1 ag	PLK1 PBD block	PI5P4K alpha inh	EPAC1 antagonist	HEK293 tox
49	c1ccc2c3c(c(CN4CCCC4)cc2c1)COC3	-7%	-17%	-3%	-0.6	?	5%	6	?	-13%
50	O=C(Cc1cccs1)Nc1ccccc1C(=O)O	0%	17%	0%	-0.1	-8%	-12%	-12	0%	25%
51	Cc1ccc2c(c1)C(c1ccc(F)cc1)N(C(=O)c1ccc(S(=O)(=O)N(C)C)cc1)CC(=O)N2 (stereo not drawn)	11%	48%[activator]	3%	-2.4	i	-8%	-4	-5%	12%
52	CCC1CCCCN1C(=O)CSc1nc2c(c(=O)n(C)c(=O)n2C)n1C (stereo not drawn)	15%	13%	6%	-0.2	-12%	-9%	-6	-5%	-9%
53	O=C(Cc1ccccc1)Nc1nc(-c2cccs2)cs1	15%	?	-1%	-1.4	-24%	-6%	-4	-4%	-5%

These rows are one share of the data; count on the stated rates, not on these rows.
